KKLEB tox = counter-screen for CF NF-kB inhibitors: cytotoxicity | KKLEB CF airway cells viability, ATPlite luminescence, overnight; active compounds read low; cells stimulated with P. aeruginosa culture filtrate | activity change (cytotoxicity), % at 5 µM | actives 0.36% (n = 360,000);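 active means corrected activity change at or below -50% at 5 µM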
hiPSC survival = hiPSC single-cell survival enhancement | ATPlite luminescence; 100% = ROCK inhibitor wells, 0% = DMSO | survival enhancement, % at 20 µM | actives 0.044% (n = 360,000) | AID 602274; in the data active means survival enhancement above about 18%;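 further: cells exposed to compounds for 16 hours before the ATP read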
Peg3 promoter = reduces Peg3 promoter-driven luciferase expression in HeLa. HeLa PEG-Prom luciferase reporter, luminescence, overnight. inhibition, % at 20 µM. actives 1.7% (n = 360,000). AID 588405;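 active means inhibition of at least 50% at 20 µM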
MITF TRPM1 inh = inhibitors of MITF-driven TRPM1 promoter in melanoma cells | inhibition, % at 12.5 µM | actives 0.83% (n = 330,000) | SK-MEL-5 TRPM1 promoter luciferase, 24 h;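 active means mean inhibition across replicates of 60% or more, whatever share of single replicates reaches that level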; further: values of inactives mirror those of a sister screen read the other way
TRAIL sens C8 = caspase-8 TRAIL sensitization; NB7+C8 cells + TRAIL, ATPlite viability luminescence; inhibition (viability loss, TRAIL sensitization), % at 10 µM; actives 1% (n = 360,000); AID 624354;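 active means compounds causing at least 50% loss of cell viability in the single-dose screen, relative to plate controls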
NR2E3 ag-1 = agonists of human nuclear receptor NR2E3. actives 0.12% (n = 320,000). inhibition of corepressor binding, % at 4.78 µM. Q9Y5X4. GST-NR2E3/biotin-RetCOR TR-FRET, 1536-well. AID 2300;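 active means percent inhibition above the cutoff of mean plus 3 SD of all tested compounds, set per screening campaign, cut at about 20% in these data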;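 further: 0% = DMSO wells and 100% = biotin wells as full block of FRET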
Target sequence (Q9Y5X4 whole entry, looked up): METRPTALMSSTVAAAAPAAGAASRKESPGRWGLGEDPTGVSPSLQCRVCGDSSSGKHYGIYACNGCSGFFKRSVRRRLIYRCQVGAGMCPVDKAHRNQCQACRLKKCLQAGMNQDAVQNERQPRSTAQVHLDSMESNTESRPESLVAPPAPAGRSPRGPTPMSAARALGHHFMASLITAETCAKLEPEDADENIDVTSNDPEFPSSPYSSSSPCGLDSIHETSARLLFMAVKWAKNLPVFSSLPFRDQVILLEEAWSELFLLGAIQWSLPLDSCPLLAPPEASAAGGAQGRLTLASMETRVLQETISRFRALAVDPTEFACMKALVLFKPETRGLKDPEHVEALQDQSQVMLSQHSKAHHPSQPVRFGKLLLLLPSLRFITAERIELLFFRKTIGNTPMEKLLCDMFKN
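Test system: GST-NR2E3 and biotin-RetCOR proteins | Quantity: 1.35 nM GST-tagged NR2E3 final | Medium: Tris pH 7.5 | Also added: 7 nM biotin-RetCOR | Dosing: Compound at 4.8 µM, single dose | Timing: 5 h at 4 °C | Detection: Time-resolved FRET | Read-out basis: Percent inhibition | Benchmarks: Biotin wells as high control, 0.6% DMSO wells as low control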
Shn3 inh set2 = inhibitors of Schnurri-3 3'UTR reporter in osteoblasts. Clone20 osteoblast Shn3 3'UTR firefly luciferase, 24 h. actives 0.52% (n = 360,000). inhibition, % at 12.5 µM;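 active means mean inhibition of at least 75% with every replicate also reaching 75%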;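 further: 0% = median of neutral control wells and 100% = pilot-screen positive control compound; some compounds past the cut are filed as inactive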
NR2E3 ag-2 = activates human NR2E3 receptor; actives 0.35% (n = 360,000); inhibition of corepressor binding, % at 3.98 µM; CHO-S Gal4-NCOR/VP16-NR2E3 two-hybrid, luciferase; AID 602229; Q9Y5X4;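 active means inhibition above the mean of all tested compounds plus 3 SD, cut at about 70% in these data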;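 further: 0% = DMSO with NR2E3 transfected cells and 100% = cells lacking NR2E3 construct; higher means lower luciferase signal from less NR2E3 corepressor binding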
LMP1 NFkB inh = Epstein-Barr LMP1 NF-kappaB reporter inhibition; LMP1-induced NF-kappaB luciferase reporter cells, luminescence; inhibition, % at 12.5 µM; actives 0.69% (n = 350,000); in the data active means inhibition above about 41%;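 further: 0% = neutral control wells and 100% = reference inhibitor control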
HIF-2a block = blocks HIF-2a reporter activity. 786-0 RCC cells HIF-2a reporter, luciferase luminescence, overnight. inhibition, % at 18.8 µM. actives 0.72% (n = 360,000);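 active means inhibition of the luminescence signal of 40% or more relative to plate controls, in a single-dose primary screen at 18.75 µM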
CF NFkB inh = inhibitors of cystic fibrosis induced NF-kB; AID 588850; actives 0.86% (n = 360,000); inhibition, % at 5 µM; KKLEB NF-kB-GFP reporter, PAF-induced, GFP fluorescence overnight;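 active means at least 50% inhibition at 5 µM, scaled per plate between neutral and stimulator controls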;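 further: PAF is a Pseudomonas aeruginosa culture filtrate used as stimulus; plate controls were PAF-stimulated DMSO wells for no effect and unstimulated DMSO wells for full effect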
The depositor's hits bear a star; · = no result given. These rows are one share of the data; the hit share may differ from the screen's.

Order of values – KKLEB tox	hiPSC survival	Peg3 promoter	MITF TRPM1 inh	TRAIL sens C8	NR2E3 ag-1	Shn3 inh set2	NR2E3 ag-2	LMP1 NFkB inh	HIF-2a block	CF NFkB inh
> O=C(NCC1CCCO1)c1cc2c([nH]c3ccccc32)c(-c2ccc(F)cc2)n1 (stereo not given)
 : -5	-2.9	61*	12	41	1	50	-36	9	-5	19
> CCOc1ccc(C(=O)N2CCc3ccccc32)cc1OCC
 : -11	-0.4	28	18	-7	-1	-16	-9	13	10	13
> O=C(COc1ccc2ccccc2c1)Nc1ccc(S(=O)(=O)N2CCCCCC2)cc1
 : 16	-4.1	16	10	-6	2	6	-17	0	9	-1
> COc1cc(C(=O)NNC(=O)CN2C(=O)NC(C)(c3ccc(C)cc3)C2=O)cc(OC)c1OC (stereo not given)
 : 2	-1.6	-8	6	-6	2	-13	-9	1	11	6
> Cc1ccc(C(=O)Nc2cccc(Oc3ccccc3)c2)o1
 : 11	0.4	-282	-90	20	1	-62	-37	-21	-254	-16
> O=C1CCC(C(=O)N2CCSCC2)CN1CCc1cccc(F)c1 (stereo not given)
 : 7	-0.1	-22	-3	-11	0	-1	2	0	-28	-13
> O=C(c1cnn2c(C(F)(F)F)cc(-c3ccc(F)cc3)nc12)N1CCc2ccccc2C1
 : -21	-0.6	14	-8	-1	1	14	-38	-4	17	2
> Cc1cccc(NC(=O)c2ccc(OC3CSC3)cc2)c1
 : -8	-1.6	-195	-48	36	0	-72	-55	-10	-221	2
> CCN1C(Nc2ccccc2)=NC[C@@H]1Cc1ccccc1
 : 21	0.1	-9	-3	3	4	-15	-24	-6	6	-14
> Cc1[nH]c2ccccc2c1/C=N/n1cnnc1
 : -7	3.9	-3	7	-5	6	2	-4	-13	2	9
> COc1ccc(-c2c(-c3cc(OC)cc(OC)c3)sc3ccc(OC)cc23)cc1
 : 6	-1.7	-5	4	-6	·	14	10	-11	11	-2
> COc1cc2c(cc1NC(=O)c1ccco1)CCCC2
 : 12	0.2	-190	-36	23	0	24	-63	-27	-345	5
> O=C(COC(=O)COc1ccccc1F)NCCc1ccc(F)cc1
 : -5	-0.3	-1	·	-12	2	-15	-6	-6	0	-10
> COc1cc(Cl)ccc1OCc1cc(C(=O)NCc2cc(C(C)C)no2)no1
 : 14	1.0	-257	-59	8	3	-79	-143	-31	-258	-7
> COc1ccccc1-n1c(=O)[nH]c2c(C(N)=O)nc(CC(C)C)nc21
 : 10	1.4	2	0	32	3	-12	-16	3	14	6
> O=C(CN1C(=O)NC2(CCCCC2)C1=O)NCC(=O)Nc1ccc(F)c(F)c1
 : 6	0.5	15	2	-3	-1	7	11	-1	7	-15
> CCCCOc1ccc(CSc2nc(C)[nH]c2[N+](=O)[O-])cc1[N+](=O)[O-]
 : 4	0.9	-41	·	-4	-1	23	33	·	-99	4
> O=C(CC(NC(=O)c1ccccc1)c1ccccc1)Nc1cccc2ccccc12 (stereo not given)
 : -16	0.2	16	12	1	-3	4	-9	-1	26	-18
> C=CC[N+](C)(C)CC(=O)OCc1ccccc1
 : 5	-1.1	1	-3	-5	5	10	-9	3	14	8
> Cc1ccc(OCC(=O)N(C)CC(=O)N(CC(C)C)c2c(N)n(CC(C)C)c(=O)[nH]c2=O)c(C)c1
 : -2	-0.4	3	0	-10	2	9	13	2	5	-20
> CC(=O)N1c2ccc(C)cc2Sc2c1ccc1ccccc21
 : 16	1.7	-22	5	-2	·	18	-17	-1	7	3
> COc1ccc(NC(C)=O)cc1S(=O)(=O)N1CCN(Cc2cccs2)CC1
 : 6	-0.1	-2	-7	-4	6	5	0	7	-2	-25
> O=C1c2ccccc2OCOc2ccccc21
 : -6	1.8	8	-3	12	0	0	11	5	4	6
> O=[N+]([O-])c1ccc2nc(-c3ccccc3[N+](=O)[O-])[nH]c2c1
 : -3	2.3	-56	-11	-13	-1	11	-29	-11	-122	7
> CNC(=O)NC(=O)C(C)OC(=O)c1oc2ccccc2c1CSc1ccc(Cl)cc1 (stereo not given)
 : -12	6.5	18	-7	5	0	5	11	4	15	16
> CCN(CC)S(=O)(=O)c1ccc(N2CCCC2)c(NC(=O)c2ccc([N+](=O)[O-])o2)c1
 : -3	-2.6	-24	89*	3	·	13	34	-20	-11	11
> O=C(Oc1c(CN2CCOCC2)cc(Cl)c2cccnc12)c1cccs1
 : 4	-0.7	26	69*	52*	0	45	-27	4	13	-2
> Cc1cc(C)n(-c2nc(NCCCN(C)C)c3c4c(sc3n2)COC(C)(C)C4)n1
 : -17	-0.7	6	·	31	3	6	4	·	-42	10
> Cc1cccc(NC(=O)CS(=O)(=O)c2cn(C)c3ccccc23)c1C
 : 6	6.8	5	2	-7	-4	7	-23	-1	5	-20
> CCCCN(C)c1c(C)nc2ccc(C(=O)NCCCn3ccnc3)cn12
 : 0	-0.9	8	·	-11	·	-19	-8	·	-7	-13
> O=C(OCc1ccccn1)c1ccc(COc2ccc3ccccc3c2)o1
 : -6	-0.3	-157	-49	-1	1	-36	-199	-23	-147	-10
> Cn1c(C(O)C(O)c2ccccc2)nc2ccccc21 (stereo not given)
 : -3	3.4	-8	9	6	2	-1	12	22	5	1
> COCCN(C(=O)c1ccc2ccccc2c1)c1c(N)n(Cc2ccccc2)c(=O)[nH]c1=O
 : -10	-0.6	19	-15	3	0	16	30	0	11	13
> O=S(=O)(c1ccc(C2=CSC3=NCCN23)cc1)N1CCOCC1
 : -1	-2.0	0	-5	-5	2	-2	-1	2	9	-5
> CC(C)(C)NC(=O)C(c1ccc(-c2ccccc2)cc1)N(C[C@H]1CC[C@@H]([C@@H]2CC[C@H](CO)O2)O1)C(=O)c1ccc(C(C)(C)C)cc1 (stereo not given in full)
 : -9	-0.8	37	9	10	·	66	6	16	-20	3
> NC(=NCc1ccccc1)c1cccc([N+](=O)[O-])c1
 : 16	-0.6	6	7	2	1	10	7	3	6	-18
> COC(=O)c1ccc(NC(=S)Nc2ccc3ccccc3c2)cc1
 : -12	0.9	-81	2	-4	1	-12	-80	0	-196	-13
> CC1CCCCC12NC(=O)N(CC(=O)N1CCN(S(=O)(=O)c3ccc(Cl)s3)CC1)C2=O (stereo not given)
 : -1	-0.9	18	·	-21	·	5	12	-2	14	13
> CN(C)c1ccc(C(=S)N2CCCCC2)cc1Br
 : 9	-1.1	-14	-4	-7	4	-2	-28	-3	-31	-23
> COc1ccc(NC(=O)Nc2ccc3c(c2)CC(=O)N([C@H](C)CO)C[C@H](C)[C@H](CN(C)Cc2ccc(C(=O)O)cc2)O3)cc1
 : -5	1.2	-56	-7	-22	·	-6	-13	-12	8	-52
> O=C(OCc1cn([C@@H]2C[C@H](c3ccc(Cl)cc3)N(C(=O)c3cccs3)C[C@H]2O)nn1)c1ccccc1
 : -2	-0.6	-5	·	21	·	1	-42	-3	-9	4
> N#Cc1ccc(Oc2nc(C#N)cc(-c3ccccc3)n2)cc1
 : 6	2.0	2	19	10	0	-3	0	12	11	-4
> CCCCn1c(N)c(N(Cc2ccccc2)C(=O)COc2ccccc2F)c(=O)[nH]c1=O
 : -12	-0.1	1	-8	-16	·	-5	-21	-5	12	23
> O=C(NCc1ccc2c(c1)OCO2)C1CCN(S(=O)(=O)c2cccc3nsnc23)CC1
 : 0	2.7	1	-3	-7	0	12	20	-1	12	0
> O=C1OCC(CO)(CO)N=C1NNc1ccccc1Cl
 : 5	1.4	-4	4	7	0	-11	-53	-25	-21	-1
> Cc1cc(NC(=O)Nc2ccccc2)n(C(C)(C)C)n1
 : 0	-0.2	6	3	1	1	-11	-7	6	16	-3
> Cc1cccnc1NC(=O)c1ccc2c(c1)OCO2
 : 9	0.3	-81	-37	-9	-3	-9	-61	-5	-95	-9
> COCCn1c(SCC(=O)N2CC(C)OC(C)C2)nc2c([nH]c3ccccc32)c1=O (stereo not given)
 : -2	-0.3	29	28	-12	6	0	4	-10	4	17
> COc1ccc(CCCNC(=O)C2(C)Cc3c(-c4ccc(NC(C)=O)cc4)ccnc3O2)cc1 (stereo not given)
 : 2	8.0	45	·	19	·	12	-12	·	21	-14
> O=C(NC1CCS(=O)(=O)C1)c1ccccc1C(=O)c1ccccc1 (stereo not given)
 : 1	-2.3	-5	8	1	2	26	-13	3	12	-13
> COC(=O)CN(CCc1ccccc1)S(=O)(=O)c1ccc(OC)c(OC)c1
 : 7	-1.7	1	1	-15	0	2	-7	-13	13	-6
> Cc1ccccc1S(=O)(=O)NCc1cccnc1
 : 7	-3.6	-7	-6	-6	-1	12	1	7	11	4
> Cc1[nH]c(=O)[nH]c(=O)c1S(=O)(=O)Nc1ccc(F)cc1F
 : -1	0.7	2	-3	-12	·	-2	-8	-2	7	13
> Cc1sc2nc(N)sc2c1C
 : -4	-2.2	-6	2	-9	-2	-8	4	4	6	1
> NC(=O)COC(=O)c1cccc(S(=O)(=O)N2CCN(c3ccc(F)cc3)CC2)c1
 : 2	0.3	0	-16	-3	0	8	3	10	25	10
> COc1ccc(C(=O)OCC(=O)NC(=O)Nc2ccccc2F)c(OC)c1
 : 1	-0.1	14	-7	4	·	3	1	-1	2	-5
> COc1ccccc1C(=O)NCCC(=O)NCc1cccs1
 : 9	-0.2	-4	2	2	4	-2	2	6	-6	19
> CC/C=C(/NC(C)=O)c1ccccc1
 : -7	1.4	-13	7	-2	0	-3	8	6	1	-1
> CC(=O)c1ccc(Oc2cc(-c3ccccc3)nc(-c3ccccc3)n2)cc1
 : 4	-0.2	1	-23	7	-1	-8	-11	4	2	-17
> Cc1ccc(C(=O)OCc2cc(=O)n3ccsc3n2)s1
 : 19	18*	-75	-29	7	·	-12	30	6	-53	-5

Other compounds follow.
Order of values – KKLEB tox	hiPSC survival	Peg3 promoter	MITF TRPM1 inh	TRAIL sens C8	NR2E3 ag-1	Shn3 inh set2	NR2E3 ag-2	LMP1 NFkB inh	HIF-2a block	CF NFkB inh
> Cc1[nH]cnc1CSCc1ccc(Cl)cc1
 : 4	0.2	0	19	0	4	2	-12	-1	-2	-14
> CC1Cc2ccccc2N1CC(=O)NC(=O)NCc1ccco1 (stereo not given)
 : 14	-0.9	13	1	1	-2	-1	-12	-6	14	-9
> CC(NC(=O)C(C)N1CCN(S(=O)(=O)c2ccccc2)CC1)c1ccccc1 (stereo not given)
 : -3	-0.4	8	0	-2	-1	11	-8	-7	-5	0
> COc1ccc(CNC(=O)c2n[nH]c3ccccc23)cc1OC
 : -7	-0.2	17	1	-14	4	2	9	-1	7	4

Structures above marked active in Peg3 promoter.
Structure | Peg3 promoter | MITF TRPM1 inh | NR2E3 ag-1 | Shn3 inh set2 | NR2E3 ag-2 | LMP1 NFkB inh | HIF-2a block | CF NFkB inh
O=C(NCC1CCCO1)c1cc2c([nH]c3ccccc32)c(-c2ccc(F)cc2)n1 (stereo not given) | 61* | 12 | 1 | 50 | -36 | 9 | -5 | 19

Screens (PubChem)
